CAL PDZ FP-1 = human CAL PDZ-peptide interaction inhibition | purified CAL PDZ, TMR-peptide fluorescence polarization, 1 h | inhibition, % at 20 µM | actives 0.02% (n = 330,000) | AID 504414;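 active means highest replicate inhibition of at least 40%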;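 further: plate controls were DMSO neutral control wells for no effect and unlabeled competitor peptide control wells for full effect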
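Material: tagged CAL PDZ protein CerCALP, purified; buffer or medium: sodium phosphate/NaCl buffer pH 7.4 with TCEP, IgG, Thesit; also added: fluorescent TMR peptide probe; schedule: 1 h incubation at room temperature before polarization reading; technique: fluorescence polarization from S- and P-plane intensities, G-factor corrected; control set: unlabelled peptide and DMSO controls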
MITF TRPM1 HTS = activators of MITF-driven TRPM1 promoter activity in SK-MEL-5 cells; SK-MEL-5 TRPM1-promoter luciferase, 24 h; % of positive control, neutral wells = 0; activation, % at 12.5 µM; actives 0.75% (n = 300,000); AID 588334;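 active means mean activation of at least 80% with every replicate also reaching 80%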;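 further: 0% = neutral control wells and 100% = parthenolide positive control wells; values of inactives mirror those of a sister screen read the other way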
SR-BI DiI inh = mouse SR-BI HDL lipid transfer inhibition. inhibition, % at 12.5 µM. actives 0.96% (n = 320,000). AID 488896. Q61009. ldlA[mSR-BI] CHO cells, DiI-HDL uptake fluorescence, 3 h;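 active means mean replicate inhibition of at least 70% and a set share of replicates each scoring 70 or more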;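 further: 0% = median of neutral control wells and 100% = median of positive control wells; values of inactives mirror those of a sister screen read the other way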
Target sequence (Q61009 whole entry, looked up): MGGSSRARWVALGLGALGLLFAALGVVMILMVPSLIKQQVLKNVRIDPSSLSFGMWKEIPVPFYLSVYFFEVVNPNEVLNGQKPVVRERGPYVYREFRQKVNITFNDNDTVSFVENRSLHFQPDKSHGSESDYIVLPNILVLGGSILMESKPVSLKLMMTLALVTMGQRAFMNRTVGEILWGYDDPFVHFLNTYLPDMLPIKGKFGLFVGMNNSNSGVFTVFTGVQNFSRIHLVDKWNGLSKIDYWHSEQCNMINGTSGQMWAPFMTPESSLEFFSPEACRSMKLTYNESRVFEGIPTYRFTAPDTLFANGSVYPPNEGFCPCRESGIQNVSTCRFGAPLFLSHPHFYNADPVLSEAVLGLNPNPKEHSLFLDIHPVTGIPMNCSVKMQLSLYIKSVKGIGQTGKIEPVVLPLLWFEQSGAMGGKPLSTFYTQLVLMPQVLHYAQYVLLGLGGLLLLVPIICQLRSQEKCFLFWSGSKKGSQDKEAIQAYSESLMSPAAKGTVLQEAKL
CAL PDZ FP-2 = inhibitors of human CAL PDZ peptide binding. Q9HD26. purified CAL PDZ, TMR-peptide fluorescence polarization, 1 h. inhibition, % at 24.9 µM. actives 0.92% (n = 300,000). AID 602252;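 active means mean inhibition of at least 30% with at least half of replicates also reaching 30%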;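 further: 0% = DMSO neutral control and 100% = excess unlabeled competitor peptide PRC23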
Wnt bcat act = activators of Wnt/beta-catenin signaling | Wnt/beta-catenin reporter cell assay, activator, plate reader | activation, % at 9.35 µM | actives 1.2% (n = 300,000); in the data active means activation above about 30%, passing the limit was not always enough;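 further: 0% = neutral control wells and 100% = positive control wells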
AddAB inh = less growth of phage-infected E. coli with AddAB; E. coli expressing H. pylori AddAB, absorbance growth; inhibition, % at 11.9 µM; actives 0.29% (n = 330,000); in the data active means inhibition above about 12%;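 further: 0% = vehicle wells of infected cells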
Tat transport = blocks Tat-dependent protein export in E. coli; inhibition, % at 10 µM; E. coli MC4100 TorA-mCherry Tat export, fluorescence; AID 488895; actives 0.036% (n = 340,000);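 active means mean replicate inhibition at least 50% and at least half of replicates individually reaching 50%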;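 further: exported cargo escapes ClpAP degradation while cytoplasmic cargo is degraded and loses fluorescence; 0% = median of neutral control wells and 100% = median of NaSCN control wells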
Ecoli viability = reduces bacterial viability in AddAB counter-screen; E. coli V3065 growth, OD600 absorbance, 18 h; actives 0.27% (n = 330,000); AID 449728; inhibition, % at 11.9 µM;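 active means inhibition above the campaign's mean inhibition across all tested compounds plus 3 SD, cut at about 9.9% in these data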;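 further: uninfected addAB+ strain grown without phage in ampicillin broth; 0% = DMSO wells and 100% = ciprofloxacin 0.95 µg/ml wells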
phage Ecoli inh = E. coli growth loss with phage present | growth absorbance | inhibition, % at 11.9 µM | actives 0.26% (n = 360,000) | AID 651602; in the data active means inhibition above about 11%
SR-BI uptake up = SR-BI HDL lipid transfer activation | AID 504775 | actives 0.096% (n = 320,000) | CHO ldlA[mSR-BI] cells, DiI-HDL uptake fluorescence, 3 h; 100 = double the neutral-control signal | activation, % at 12.5 µM;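 active means mean replicate activation of at least 60% and every replicate at or above 60%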;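 further: 0% = median plate neutral-control signal and 100% = twice that signal; values of inactives mirror those of a sister screen read the other way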
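Test system: SR-BI-overexpressing, LDLR-lacking CHO cells; Also added: labelled HDL, 10 µg/mL; Measured by: bottom-read cell fluorescence after medium removal, ex 550/em 595 nm; Timing: 3 h uptake period with compound, 37 °C; Buffer or medium: F12, 0.5% BSA, 25 mM HEPES; Doses: single compound concentration, delivered by pin transfer.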
Active calls of the source: *; · = not tested or not shown. Compounds as they come; any-hit rate near 3.6%.

SMILES	CAL PDZ FP-1	MITF TRPM1 HTS	SR-BI DiI inh	CAL PDZ FP-2	Wnt bcat act	AddAB inh	Tat transport	Ecoli viability	phage Ecoli inh	SR-BI uptake up
Fc1ccc(Cn2nnnc2C(c2cccs2)N2CCCCCC2)cc1 (centres undefined)	-1.3	0	10	-4	·	1.1	10	-1.2	-0.6	-10
N#C/C(=C\c1ccc(C(=O)O)cc1)S(=O)(=O)c1cc(Br)ccc1Br	-1.3	4	-4	1	-1	0.9	1	-0.7	-1.3	4
CSc1ccccc1OCc1cc(C(=O)N(C)C2CCCc3ccccc32)no1 (centres undefined)	-2.9	8	2	-7	4	0.3	3	2.8	0.6	-2
COc1ccc(NC(=O)CSc2ccc3c(c2)OCCO3)cc1S(N)(=O)=O	-0.6	2	6	-3	2	-0.2	7	-1.4	1.0	-6
Cc1cc(C)c(C#N)c(SCCN2CCCCC2)n1	-1.2	9	1	-2	2	·	-8	·	5.0	-1
O=C(CSc1nc2ccc(Cl)cc2[nH]1)NC1CCCC1	-2.2	-10	2	-3	-3	1.3	-10	-1.3	2.5	-2
O=C(CSc1n[nH]c(-c2cccnc2)n1)Nc1ccc(Br)cc1	-2.3	-8	-13	-6	-1	3.6	4	-2.0	0.1	13
C[C@@H]1COC(=O)[C@H](CC(=O)OC(C)(C)C)C/C=C\C[C@@H](CC(=O)NCCO)C(=O)N1	-0.4	5	-38	0	3	-0.4	-5	-0.3	1.6	38
O=[N+]([O-])c1ccc(-c2c(-c3ccccc3)ncc3ccc(F)cc23)cc1	-5.6	48	17	2	7	1.7	2	-1.5	3.1	-17
Cn1cc(/C=N/n2cnc3sc4c(c3c2=O)CCCC4)c2ccccc21	0.3	·	38	·	6	1.9	-14	-0.4	3.7	-38
Cc1ccc(C(C(=O)NC2CCCCC2)N2CCC3(CC2)OCCO3)cc1 (centres undefined)	-2.8	·	-17	0	12	1.1	-1	0.1	2.9	17
COc1cccc(CNC(=O)Cn2ncn3cccc3c2=O)c1OC	-0.6	24	-29	·	2	-1.4	-3	2.4	3.3	29
O=C(CCCN1C(=O)CCC1=O)Nc1cccc(C(F)(F)F)c1	-0.4	-7	7	16	-3	1.4	-3	-1.2	3.0	-7
COc1cccc(C2CC(c3ccc(Cl)cc3)Nc3nc(N)nn32)c1 (centres undefined)	0.0	-7	-3	·	-4	2.2	7	-0.2	0.3	3
O=C(COc1ccc(Br)cc1Cl)N1CCN(c2ccccn2)CC1	0.3	7	-6	1	-1	1.2	6	1.5	3.9	6
O=C(NNC(=S)Nc1ccc(F)cc1)C1CC1c1ccc(Cl)cc1 (centres undefined)	-0.5	8	-6	-5	-3	2.0	0	1.6	2.8	6
Cc1ccc(NC(=O)COC(=O)c2cccnc2Cl)cc1S(=O)(=O)N1CCCCC1	-3.6	-4	19	-5	0	1.4	2	-1.1	-3.8	-19
CCCCn1c(N)c(N(CCOC)C(=O)CCCc2nc3ccccc3s2)c(=O)[nH]c1=O	-0.7	-1	-26	-12	-2	0.4	-2	0.4	2.9	26
O=C(COC(=O)c1ccc(S(=O)(=O)N2CCCC2)cc1)NCc1ccco1	-1.0	6	-15	-3	4	1.4	-1	0.2	-0.3	15
CC(=O)NC1C(Oc2ccc3c(C)cc(=O)oc3c2)OC(COC(C)=O)C(OC(C)=O)C1OC(C)=O (centres undefined)	-0.1	13	-13	3	-1	3.6	1	-0.8	4.0	13
Cc1ccccc1Cn1ccc(NC(=O)c2nc3ncccn3n2)n1	-0.3	·	11	·	6	1.9	2	-2.5	3.5	-11
Nc1nc(CSC(=S)N2CCN(c3ccccc3)CC2)nc(Nc2ccc(F)cc2)n1	0.0	-10	27	1	-8	0.3	-3	0.7	0.4	-27
CC1=CN2C(=N)/C(=C/c3ccc([N+](=O)[O-])o3)C(=O)N=C2S1	0.8	-89	6	-5	0	2.6	-11	3.5	4.7	-6
Cc1ccc(NC(=O)Nc2ccc3c(c2)C(=O)OC3)cc1Cl	-0.6	·	1	·	1	-0.1	-2	1.4	-0.1	-1
CC(C)(C)C(=O)Nc1ccccc1C(=O)NCc1cccnc1	-0.3	5	7	-6	0	3.9	-9	2.8	0.8	-7
COc1ccc(C(=O)OCC(=O)Nc2ccc(Cl)c(C(F)(F)F)c2)c(OC)c1OC	-1.3	0	11	-6	-11	4.1	12	1.4	3.9	-11
Cc1ccc(OCC(=O)Nc2ccc3c(c2)nc(CCN2CCCCC2)n3C)cc1	-3.7	4	-9	-1	-5	2.6	-6	0.3	4.3	9
O=C(Nc1ccc(Cl)c(S(=O)(=O)N2CCOCC2)c1)c1cc(=O)[nH]c2ccccc12	-1.5	·	21	-6	-2	1.6	-1	3.5	3.2	-21
COc1cccc(OC)c1-c1nn(-c2ncc(C(F)(F)F)cc2Cl)c(=O)o1	-1.1	9	58	0	1	-1.5	7	0.6	1.6	-58
Cn1c(N/N=C\c2cccc(O)c2)cc(=O)n(C)c1=O	0.3	1	-1	-20	1	3.1	-2	0.2	3.1	1
CC(C)=CCC/C(C)=C/CNC(=O)C[C@H]1C[C@H](C(=O)N2CCCCC2)[C@@]2(C)c3[nH]c4ccc(Cl)cc4c3CCN2C1=O	-2.7	-18	32	-4	-2	-0.9	11	-0.9	2.9	-32
O=C(NC(Cc1c[nH]c2ccccc12)C(=O)OCC(=O)c1cccc2ccccc12)c1cccs1 (centres undefined)	-1.1	-3	-10	-3	·	0.5	-1	0.3	4.9	10
O=C(c1cccc(Oc2ccc([N+](=O)[O-])cc2Cl)c1)N1CCOCC1	-1.3	-8	19	-3	-1	-0.6	-5	-2.9	-0.2	-19
O=C(CN(Cc1ccccc1)S(=O)(=O)c1ccccc1)N1CCOCC1	0.2	·	-13	0	·	1.1	-4	-1.6	3.4	13
COc1cccc(C2NC(=O)NC(C)=C2C(=O)OCC2CCCCC2)c1 (centres undefined)	-0.1	·	-1	4	-3	3.4	2	0.0	0.6	1
CCc1c(Nc2ccccc2C)nc(N)[nH]c1=O	0.1	-3	4	-4	1	·	-3	·	0.7	-4
CCC(C)(C)n1nnnc1C(c1ccc2ncccc2c1)N1CCN(Cc2ccc3c(c2)OCO3)CC1 (centres undefined)	-2.2	-2	1	-1	·	2.2	10	1.4	-0.7	-1
Cc1ccc(N(CC(=O)NCc2cccnc2)S(C)(=O)=O)cc1C	-2.8	·	-12	-5	-6	2.4	-6	-0.3	2.5	12
COc1ccc(S(=O)(=O)N2CCSC2)cc1C	-0.8	-9	18	-3	-1	-1.2	3	-2.3	3.0	-18
NC(=O)c1cc(NC(=O)CCNS(=O)(=O)c2cccc(C(F)(F)F)c2)cc(C(N)=O)c1	-1.6	-11	-8	-3	2	0.6	-6	3.1	0.5	8
COc1ccc(Cn2ccnc2SCC(=O)NC2CCCCC2)cc1	-0.6	-1	-13	-4	-1	3.4	21	1.6	1.0	13
CC(C)(C)CC(C)(C)c1ccc(O)c(Cc2ccc(Cl)cc2Cl)c1	-0.4	-1	52	-1	-20	·	11	·	3.2	-52
Cc1c(/C=N/NC(=O)c2cccs2)c2ccccc2n1Cc1ccccc1Cl	-1.9	-9	70	5	5	0.9	1	1.1	3.2	-70
COc1cc(OC)cc(C(=O)Nc2ccc(-n3cnnn3)c(C)c2)c1	-2.2	108*	61	-5	-1	1.1	9	0.8	0.3	-61
O=C(Nc1ccccc1)c1ccc(=O)n(Cc2ccc(F)c(F)c2)c1	-0.8	-2	9	-4	-1	3.6	-8	0.5	0.6	-9
Cc1ccc(S(=O)c2ccc(C)cc2)cc1	-0.6	12	-7	0	27	0.0	2	-1.2	3.0	7
COc1ccc(NC(=O)C2CCCN(c3ncccn3)C2)cc1 (centres undefined)	-1.7	52	-1	-4	9	1.7	8	2.1	1.5	1
CC(C)(C)OC(=O)N1CCC(c2c(C(=O)NCC3CCN(C4CCCC4)C3)cnn2-c2ccc(F)cc2)CC1 (centres undefined)	-2.4	-2	-16	1	-3	2.5	3	-1.2	-0.2	16
COc1ccc(CNC(=O)C(c2ccncc2)N(C(=O)Cc2cccs2)c2cccc(C)c2)cc1 (centres undefined)	-0.9	-2	-3	-3	-2	0.9	-8	-4.4	2.2	3
Cc1nccn1C(c1ccccc1)c1ccccc1	4.0	-4	-3	-7	35*	2.7	0	1.0	-2.1	3
Cc1ccc(S(=O)(=O)Cn2nnnc2C(C(C)C)N2CCN(Cc3ccco3)CC2)cc1 (centres undefined)	·	3	14	-5	1	0.2	-13	1.6	0.8	-14
CCCN(CC(=O)Nc1ccccc1C)C(=O)c1ccc2ccccc2n1	-2.1	-12	-1	0	-4	2.2	-7	3.4	0.4	1
COC(=O)CC(CC(=O)OC)n1cccc1	1.3	-4	-8	-2	-1	·	-1	·	3.9	8
Cc1ccccc1NS(=O)(=O)c1ccc(C(=O)NCC2CCCO2)cc1 (centres undefined)	0.6	-4	1	-2	0	0.9	-4	0.1	5.6	-1
O=C(CSc1nc2ncc(Cl)cc2[nH]1)N(Cc1ccccc1)C1CCS(=O)(=O)C1 (centres undefined)	-3.0	4	-11	7	-3	-0.3	14	0.4	0.1	11
COc1ccccc1CNc1ccc(Br)cn1	-1.4	48	-3	4	13	0.0	-3	-0.9	2.4	3
CCOCCCNC(=O)c1cc(Cl)c(NC(=O)C2=C(C)OCCS2)cc1OC	-0.1	1	26	-4	2	-0.2	-4	1.1	-0.4	-26
O=c1ccc2cc(S(=O)(=O)N3CCOCC3)ccc2o1	·	-5	-5	1	11	2.4	23	0.5	-0.1	5
CCCOCCOC(=O)c1[nH]c2c(c1C)C(=O)CC(c1cc(OC)ccc1OC)C2 (centres undefined)	-0.4	-7	63	·	-10	3.4	5	-1.6	4.8	-63
C=CCn1c(=O)c2c(C)c(C)sc2n2c(Nc3ccccc3)nnc12	-3.0	-2	-5	-3	2	2.4	4	0.8	3.9	5

Filtered by structure: the compounds so far containing bromine
SMILES	CAL PDZ FP-1	MITF TRPM1 HTS	SR-BI DiI inh	CAL PDZ FP-2	Wnt bcat act	AddAB inh	Tat transport	Ecoli viability	phage Ecoli inh	SR-BI uptake up
N#C/C(=C\c1ccc(C(=O)O)cc1)S(=O)(=O)c1cc(Br)ccc1Br	-1.3	4	-4	1	-1	0.9	1	-0.7	-1.3	4
O=C(CSc1n[nH]c(-c2cccnc2)n1)Nc1ccc(Br)cc1	-2.3	-8	-13	-6	-1	3.6	4	-2.0	0.1	13
O=C(COc1ccc(Br)cc1Cl)N1CCN(c2ccccn2)CC1	0.3	7	-6	1	-1	1.2	6	1.5	3.9	6
COc1ccccc1CNc1ccc(Br)cn1	-1.4	48	-3	4	13	0.0	-3	-0.9	2.4	3
